Assay outcomes (PubChem)
TROY NFkB inh: blocks TROY-dependent signaling in reporter cells | 0.98% of 360,000 active | Q293 LMP1-TROYcd NF-kB luciferase reporter, 4 h | inhibition, % at 10 µM | AID 1347056;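 active means compounds whose plate-normalised and pattern-corrected inhibition of the luciferase reporter signal at the single screening dose is 50% or more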
TWEAK-Fn14 inh: blocks TWEAK-Fn14 interaction in a reporter cell assay; AID 1159606; TWEAK-stimulated Fn14 reporter cells, luciferase luminescence, 8 h; 2% of 360,000 active; inhibition, % at 10 µM; in the data active means inhibition above about 50%
CF NFkB block: cystic fibrosis NF-kB activation inhibition. 0.86% of 360,000 active. inhibition, % at 5 µM. KKLEB NF-kB-GFP reporter, PAF-induced, GFP fluorescence overnight;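 active means at least 50% inhibition at 5 µM, scaled per plate between neutral and stimulator controls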;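 further: PAF is a Pseudomonas aeruginosa culture filtrate used as stimulus; plate controls were PAF-stimulated DMSO wells for no effect and unstimulated DMSO wells for full effect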
NCOA3 inh: human NCOA3 inhibition. AID 588352. HEK293 GAL4-SRC3 luciferase reporter, luminescence. inhibition, % at 3.6 µM. 0.17% of 360,000 active. Q9Y6Q9;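 active means inhibition above a per-campaign cutoff, the mean of all compounds plus 3 SD, cut at about 60% in these data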;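 further: 0% = DMSO-treated cells and 100% = gossypol-treated cells at 36 µM; higher means less SRC3-driven luciferase light from the GAL4 reporter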
SRC2 inh: inhibits human steroid receptor coactivator 2. 0.17% of 370,000 active. inhibition, % at 9 µM. HEK293 GAL4-SRC2 luciferase reporter, luminescence;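 active means inhibition above the mean inhibition of all tested compounds plus 3 SD, set per campaign, cut at about 52% in these data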;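 further: 0% = DMSO treated cells and 100% = cells given Gossypol at 36 µM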
SRC1 inh: inhibitors of human steroid receptor coactivator 1 (SRC1); Q15788; HEK293 GAL4-SRC1 luciferase reporter, luminescence; inhibition, % at 3.6 µM; 0.12% of 360,000 active; AID 588354;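 active means inhibition above the campaign mean plus 3 SD, with each screening campaign given its own cutoff, cut at about 60% in these data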;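 further: 0% = DMSO treated cells and 100% = gossypol at 36 µM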
LMP1 NFkB inh: Epstein-Barr LMP1 NF-kappaB reporter inhibition. LMP1-induced NF-kappaB luciferase reporter cells, luminescence. inhibition, % at 12.5 µM. 0.69% of 350,000 active; in the data active means inhibition above about 41%;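 further: 0% = neutral control wells and 100% = reference inhibitor control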
KKLEB tox: counter-screen for CF NF-kB inhibitors: cytotoxicity; KKLEB CF airway cells viability, ATPlite luminescence, overnight; stronger effect = lower value; cells stimulated with P. aeruginosa culture filtrate; activity change (cytotoxicity), % at 5 µM; 0.36% of 360,000 active; AID 602141;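 active means corrected activity change at or below -50% at 5 µM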
NR2F2 inh: NR2F2 (human) inhibition, primary screen; HEK293T NGFI-A luciferase reporter, luminescence; inhibition, % at 8.6 µM; 0.7% of 370,000 active;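 active means inhibition above a per-plate cutoff, mean inhibition of test wells between control levels plus 3 SD, cut at about 38% in these data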;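 further: cells cotransfected with COUP-TFII expression vector driving the NGFI-A reporter; 0% = median of COUP-TF2 test wells and 100% = reporter-only cells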
Target sequence (P24468 whole entry, looked up): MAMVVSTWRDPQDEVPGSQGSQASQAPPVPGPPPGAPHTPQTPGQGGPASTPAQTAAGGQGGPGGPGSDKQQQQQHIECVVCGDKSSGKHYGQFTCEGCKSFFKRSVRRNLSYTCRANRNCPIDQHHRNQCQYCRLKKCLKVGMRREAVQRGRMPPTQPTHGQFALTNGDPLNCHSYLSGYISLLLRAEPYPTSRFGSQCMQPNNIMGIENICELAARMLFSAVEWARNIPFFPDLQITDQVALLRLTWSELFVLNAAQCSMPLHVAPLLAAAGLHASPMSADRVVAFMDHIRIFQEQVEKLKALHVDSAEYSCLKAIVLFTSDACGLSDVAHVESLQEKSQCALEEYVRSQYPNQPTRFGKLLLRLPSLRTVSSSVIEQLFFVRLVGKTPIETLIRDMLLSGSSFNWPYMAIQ
C8 TRAIL sens: caspase-8 TRAIL sensitization | NB7+C8 cells + TRAIL, ATPlite viability luminescence | inhibition (viability loss, TRAIL sensitization), % at 10 µM | 1% of 360,000 active | AID 624354;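 active means compounds causing at least 50% loss of cell viability in the single-dose screen, relative to plate controls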
NR5A2 inv ag: suppresses constitutive activity of human LRH-1; O00482; HEK293T StAR-luciferase reporter, LRH-1 transfected, 24 h; inhibition, % at 3.6 µM; 0.13% of 360,000 active; AID 602396;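 active means inhibition above the mean inhibition of all tested compounds plus 3 SD, cut at about 73% in these data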;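 further: 0% = DMSO wells and 100% = reporter-only cells lacking LRH-1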
Target sequence (O00482 whole entry, looked up): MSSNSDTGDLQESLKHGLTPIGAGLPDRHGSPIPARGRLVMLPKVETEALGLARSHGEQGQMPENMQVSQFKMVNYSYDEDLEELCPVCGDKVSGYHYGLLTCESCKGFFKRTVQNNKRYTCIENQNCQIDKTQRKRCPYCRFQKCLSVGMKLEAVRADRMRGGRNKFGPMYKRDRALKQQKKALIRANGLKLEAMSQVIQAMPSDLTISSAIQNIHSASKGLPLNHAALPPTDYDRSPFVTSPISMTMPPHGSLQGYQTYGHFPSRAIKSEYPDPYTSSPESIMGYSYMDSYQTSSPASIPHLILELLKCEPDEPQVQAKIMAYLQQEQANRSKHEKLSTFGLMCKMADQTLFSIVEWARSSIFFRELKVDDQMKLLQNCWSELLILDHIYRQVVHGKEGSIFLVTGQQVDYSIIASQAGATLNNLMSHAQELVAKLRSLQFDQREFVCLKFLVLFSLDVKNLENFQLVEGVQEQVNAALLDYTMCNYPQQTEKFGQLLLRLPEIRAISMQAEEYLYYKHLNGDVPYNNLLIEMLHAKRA
Numbers without * were called inactive; / = no result given.

SMILES	TROY NFkB inh	TWEAK-Fn14 inh	CF NFkB block	NCOA3 inh	SRC2 inh	SRC1 inh	LMP1 NFkB inh	KKLEB tox	NR2F2 inh	C8 TRAIL sens	NR5A2 inv ag
COc1c(C=O)c2c(c(OC)c1OC)-c1ccc(OC)c(=O)cc1C(NC(C)=O)CC2 (centres undefined)	18	11	31	25	-16	-4	-15	-12	-72	-7	10
O=C(NCc1ccccc1F)C(c1ccccc1)c1ccccc1	-6	13	-2	-9	7	19	17	-2	-8	1	6
O=C(Nc1nnc(CC(=O)N2CCOCC2)s1)c1cccs1	4	-5	4	-1	-14	6	-9	-3	7	-7	-14
C/C=C(/C)C(=O)Nc1cccc(C2=NOC3(C2)C[C@@H](C(N)=O)N(C(=O)c2ccc(OC)cc2)C3)c1 (some centres undefined)	4	-5	9	3	-3	4	-4	12	-3	13	28
COC(=O)c1cc2oc(C)cc2n1CC(=O)Nc1cc(C)cc(C)c1	14	-1	-20	-5	-4	-25	1	-3	-3	-4	-13
O=C(CN1CCCC1)Nc1ccc([N+](=O)[O-])cc1	-10	-12	-14	11	-57	-4	1	10	-15	-5	16
O=C(Nc1ccc(N2CCN(C(=O)c3cccs3)CC2)cc1)c1ccc(F)cc1	5	-20	10	5	3	6	8	0	17	-10	22
C[C@]12c3[nH]c4ccc(Cl)cc4c3CCN1C(=O)[C@@H](CC(=O)NCCC1=CCCCC1)C[C@@H]2C(=O)N1CCOCC1	7	18	-10	0	-9	-2	-12	-1	14	15	-13
CS(=O)(=O)N(CC(=O)N1CCc2ccccc2C1)c1ccccc1Br	8	3	3	3	20	-17	-5	9	-3	-1	5
CC(=O)c1c(O)c(C)c(O)c2c1OC1=CC(=O)C(C(C)=O)C(=O)[C@@]12C (some centres undefined)	1	1	0	10	24	-8	5	-3	-19	1	2
Clc1ccc(OCc2cc(-c3ccccc3)no2)c(Cl)c1	50	62*	-9	-38	-14	-127	0	9	-45	44	-91
COC(=O)c1c(C)oc2ccc(OC(=O)N3CCOCC3)cc12	-21	-3	12	-17	11	-18	2	-8	-8	-2	14
CCCCn1c(N)c(N(CC(C)C)C(=O)c2cccc(-n3cnnn3)c2)c(=O)[nH]c1=O	-9	-7	-13	-3	9	-7	-7	4	2	-27	-10
Cc1cccc(C)c1OCC(O)CN1CCN(c2ccccn2)CC1 (centres undefined)	0	6	-2	0	-7	-11	-5	1	10	-2	1
Nc1c(C(=O)O)sc2nc(-c3ccccc3)c3c(c12)CCCC3	-3	-7	-18	12	15	-113	3	7	-4	-6	-22
Cc1ccccc1Sc1c(C#N)c(-c2ccccc2)nn1C	-8	21	-1	12	-5	-10	0	-3	13	3	-2
C=C[C@@H]1c2ccccc2N(S(=O)(=O)c2ccc(C)cc2)[C@H](c2ccccc2C(F)(F)F)C1(C#N)C#N	19	30	23	-43	-5	8	1	-19	-4	10	20
Cn1cc(S(=O)(=O)NCC2CCCO2)c(=O)n(C)c1=O (centres undefined)	3	-11	-20	16	13	-31	-2	13	9	-11	-12
Cc1cccc(N(CC(=O)NC2CCCC2)C(=O)CCC(=O)Nc2ccccn2)c1	7	9	2	10	5	-16	-11	-2	18	-7	6
CC1CCCC(NC(=O)CN2CCN(Cc3ccc(Cl)cc3)C2=O)C1C (centres undefined)	-5	-3	3	8	7	8	0	-2	3	-6	8

One compound at a time, as listed above. Screens in order: TROY NFkB inh	TWEAK-Fn14 inh	CF NFkB block	NCOA3 inh	SRC2 inh	SRC1 inh	LMP1 NFkB inh	KKLEB tox	NR2F2 inh	C8 TRAIL sens	NR5A2 inv ag
C=C[C@@H]1c2ccccc2N(S(=O)(=O)c2ccc(C)cc2)[C@H](c2ccccc2C(F)(F)F)C1(C#N)C#N across the screens: 19	30	23	-43	-5	8	1	-19	-4	10	20
Cc1ccccc1Sc1c(C#N)c(-c2ccccc2)nn1C across the screens: -8	21	-1	12	-5	-10	0	-3	13	3	-2

(cont.)
SMILES	TROY NFkB inh	TWEAK-Fn14 inh	CF NFkB block	NCOA3 inh	SRC2 inh	SRC1 inh	LMP1 NFkB inh	KKLEB tox	NR2F2 inh	C8 TRAIL sens	NR5A2 inv ag
Cc1ccccc1OCc1nnc(SCC(=O)Nc2ccc(N3CCOCC3)c(Cl)c2)n1C	-54	4	-21	1	-10	-4	8	16	4	4	1
O=[N+]([O-])c1ccc(N/N=C2/CCCCC2c2ccccn2)c([N+](=O)[O-])c1 (centres undefined)	-5	11	-8	-16	5	-6	3	4	-2	9	17
CN(CC(=O)Nc1cccc(F)c1)C(=O)C1=COCCO1	3	-13	-17	1	-13	0	-7	11	-11	10	-11
C[C@H]1COc2cccc(N3CCN(Cc4ccccc4F)CC3)c2S(=O)(=O)N1	-2	0	/	/	7	/	/	/	3	-11	9
COc1cc(NS(=O)(=O)c2ccc(NC(=S)NC(=O)c3ccccc3)cc2)nc(OC)n1	-4	-12	-11	2	-2	6	-2	11	14	8	-26
COc1ccc(NC(=O)CCC(=O)Nc2cc(OC)c(NC(=O)c3ccco3)cc2OC)c(OC)c1	-14	17	0	-2	-11	6	1	0	3	3	9
CC(C)Cn1cnc2c1c(=O)n(CC(=O)Nc1ccc3c(c1)OCO3)c(=O)n2Cc1ccccc1	12	-11	3	-13	-2	-8	-5	-4	7	-9	2
CCOC(=O)c1c(N)c(C#N)cn1-c1ccccc1	-8	1	8	-6	-28	-4	-12	0	-3	5	3
Cc1ccc(N/C=C2\C(=O)C3(C)CCC2C3(C)C)cc1C (centres undefined)	-1	3	-8	11	0	1	8	-3	-27	3	5
CCC(Oc1ccccc1)C(=O)Nc1nnc(C(F)(F)F)s1 (centres undefined)	20	1	-13	20	-21	-22	-3	7	-14	-7	15
CCOC(=O)C1(CCOc2ccccc2)CCN(Cc2ccc(-n3cccn3)cc2)CC1	3	2	3	8	23	-3	-16	-16	36	15	6
COc1ccc(NC(=O)Nc2ccc(C(C)C)cc2)cc1	-23	3	-14	-41	-27	-21	-4	4	5	-2	-37
Cc1c(-c2ccccc2)oc2c(C(=O)OCC(=O)Nc3ccc(C(N)=O)cc3)cccc2c1=O	20	20	-8	-7	-7	9	0	2	11	-5	5
CCOc1ccc(N/C(N)=N/c2nc(C)cc(C)n2)cc1	9	-30	-31	-10	2	-18	6	-16	-2	-22	-5
CC(C)(C)c1cc(C(=O)NCCN2CCCC2)cc(C(C)(C)C)c1	-2	2	11	9	-22	-12	-14	6	-9	21	2
CCOC(=O)[C@H]1[C@H]2COc3ccc(Cl)cc3[C@@H]2N2C(=O)CN(C)C(=O)[C@@]12C	-2	2	15	4	-7	-15	-10	-7	-1	-15	-2
COCCN(C(=S)Nc1ccc(OC)cc1)C(C)c1cccs1 (centres undefined)	-17	-7	9	-1	-3	0	-8	-9	-5	-3	-21
O=C1CC(c2ccccc2)CC(O)=C1C=NCCN1CCNCC1 (centres undefined)	2	-14	3	20	-10	1	1	-4	-9	6	2
CNS(=O)(=O)c1cccc(C(=O)OCc2cc(=O)n3cc(Br)ccc3n2)c1	13	-21	-6	4	-2	-6	14	12	2	5	11
Cc1cc(C)cc(Oc2ccc(N)cc2)c1	-19	9	-3	5	24	-17	-18	1	51*	6	32
O=C(CCC(=O)OCc1cccc([N+](=O)[O-])c1)Nc1ccccc1Cl	-13	22	-15	-8	15	-4	-2	10	-9	-2	1
COc1cc(C=O)ccc1OCCCOc1ccccc1C(=O)O	84*	102*	3	-61	60*	-39	-25	6	8	-16	-90
CCOc1ccc(NC(C(=O)Nc2cccc(C(C)=O)c2)c2ccccc2)cc1 (centres undefined)	-68	-4	3	3	-8	-9	-9	-3	16	-27	0
NC(=O)c1ccc(-c2ccccc2F)cc1	-8	15	5	0	-57	-42	1	11	13	10	-19
CNC(=O)C(=O)NCC(c1cccs1)S(=O)(=O)c1ccc(F)cc1 (centres undefined)	-23	0	-27	3	6	-6	2	6	10	9	-10
Cc1noc(C)c1C(=O)NCCc1ccccc1	-27	-5	6	-7	-13	-17	-14	6	3	-11	1
CCOc1ccc(NC(=O)CSc2nnc(C)n2CC)cc1	14	-13	0	-4	0	-12	-9	-10	4	-7	0
c1ccc(C(c2ccccc2)N2CCN(Cc3nc(-c4cnccn4)no3)CC2)cc1	-15	3	-5	9	10	-3	-1	4	-11	2	1
Cn1c(CSc2nc3ccccc3s2)n[nH]c1=S	28	35	23	19	1	8	9	4	15	-15	-15
O=C(NCc1ccccc1)C(Cc1ccccc1)NS(=O)(=O)c1cccc2nsnc12 (centres undefined)	-27	-18	11	-41	3	0	-1	1	1	-7	-4
Cc1cccc(C)c1NC(=O)CN(C)C(=O)C1CCN(c2ncnc3sc(C)c(C)c23)CC1	4	7	24	9	15	6	8	6	-2	-23	9
Cc1ccc(CNC(=O)CNC(=S)N(Cc2ccccc2)Cc2cccnc2)cc1	-2	7	-6	2	12	1	-3	4	-10	-4	-4
C=CCn1cccc(C(=O)Nc2ccc(OC)c(OC)c2)c1=O	9	-9	-16	6	-49	-4	-9	7	-33	-9	-8
COc1ccc(CNc2nc3nc(-c4ccccc4)cc(=O)n3[nH]2)cc1OC	-6	5	-5	14	3	-1	-2	-2	-10	-15	22
CC1(N2CCOCC2)CC2(O)C(=[N+]1[O-])CCc1c2no[n+]1[O-] (centres undefined)	16	2	-13	9	/	-3	6	9	/	6	11
COc1ccc(Cl)cc1NC(=O)CN1CCN(Cc2ccccc2)CC1	-3	-28	9	9	-7	-14	3	0	2	6	9
Fc1ccc(OCCCn2ccnc2)cc1	0	-3	-5	1	-2	6	0	18	8	3	-3
CCC(=O)N(C)C[C@H]1Oc2cc(-c3cccnc3)ccc2S(=O)(=O)N([C@H](C)CO)C[C@H]1C	10	-2	-4	3	2	10	4	10	-4	2	4
O=C(Nc1cccc(CCc2ccccn2)c1)c1cc(F)c(F)cc1Cl	-23	4	-3	4	-40	-8	3	3	-13	5	28
CC(=O)C1=NOC(CNc2ncc(C(F)(F)F)cc2Cl)C1 (centres undefined)	-22	-15	18	-10	-17	-8	-14	-4	-25	-17	-28
Cc1cccc(OCc2nc(-c3ccc(Br)o3)no2)c1	-50	-13	7	-3	-14	-4	-9	1	-11	3	-16
COc1cc(C2c3cc4c(cc3OC(N3CCCCC3)C2C)OCO4)cc(OC)c1O (centres undefined)	4	21	22	-11	17	15	1	11	3	8	-10
Cc1cc(=O)n2nc(N3CCC(C(=O)NCc4ccccc4F)CC3)sc2n1	11	-14	12	6	0	-7	1	4	7	7	11
COc1ccc(C(=O)N/N=c2\oc3ccccc3cc2C(N)=O)cc1	-26	-21	-20	7	-1	-1	1	0	0	0	-15
COC(=O)c1ccc(Oc2nc(N(C)C)nc(N3CCOCC3)n2)cc1	14	3	-12	-6	9	4	-5	1	12	3	-7
Cc1ccc(C(c2nnnn2CCc2ccccc2)N2CCSCC2)cc1 (centres undefined)	-14	0	10	-3	-7	1	-10	6	4	0	-4
Cc1c(Cc2ccccc2)c(NCCN(C)C)n2c(nc3ccccc32)c1C#N	1	-32	16	22	-19	2	11	-10	7	11	-13
CC(C)CN(C(=O)CN1CCN(c2cccc(Cl)c2)CC1)c1c(N)n(CC(C)C)c(=O)[nH]c1=O	-2	3	1	10	-6	-17	-1	14	-13	-10	10
COc1ccc([C@H]2[C@H](C(=O)OC(C)(C)C)N3N=Cc4ccccc4C3C23C(=O)c2ccccc2C3=O)c(OC)c1 (some centres undefined)	-15	36	-4	15	6	-8	-6	0	-11	-8	17
